Assay outcomes from PubChem.
Chronic BCR inh: blocks chronic active B-cell receptor signaling; AID 493014; 340,000 tested, 0.05% active; Potency, µM (series often up to 46.1 µM), inactives show top-dose ratio change, negative = lower green/red ratio, most hits filed as inhibitors; ABC-DLBCL IkBa-CBG/CBR reporter, luminescence ratio, 4 h; active = well fitted inhibition curve with a large enough effect in the signal ratio, with a control signal flat, not every such curve was filed as active; inconclusive = small, poorly fitted or top-dose-only effect, or effect the other way, or a change in a side signal; the % refers to the signal ratio;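 also: potency is read from the fitted curve at half-maximal effect; plate controls were basal doxycycline-induced cells for no effect and cells given 10 µM MG132 for full effect; MG132 reads +100%, hits lower the ratio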
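Cell line TMD8 (human ABC DLBCL), stably expressing tet-inducible CBG68-IkBa fusion and CBR; IMDM/0.5% FBS; cpd up to 46 uM; dox induction, 4 h, 37C/5% CO2; dual luminescence; green/red ratio; MG132 control.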
KCNH2 3.1 block: blocks the human KCNH2 3.1 channel isoform; activity change, % (tested at about 1.8 µM); AID 720553; U2OS KCNH2 3.1, thallium flux FluxOr; active compounds read low; 340,000 tested, 0.95% active;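 active = maximum activity change below -70%; inconclusive = maximum activity change from -70% to -50%; inactive = maximum activity change above -50%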;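 also: thallium influx rate constant from kinetic fluorescence after stimulation buffer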
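Thallium flux via FluxOr fluorescence (Red40 quencher, 45 min loading) in U2OS cells virally expressing the KCNH2 3.1 isoform (1.77 x 10^8 /mL virus, overnight at 37 C). Rate constants from 2-min kinetic reads post-stimulation, normalised to positive and negative controls.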
Eya2 inh: Eya2 (human) phosphatase inhibition | O00167 | recombinant Eya2, OMFP fluorescence dephosphorylation (OMFP is methylfluorescein phosphate) | Potency, µM (highest dose often 76.9 µM), without a hit: top-dose activity, negative = inhibition, most hits filed as inhibitors | 330,000 tested, 0.006% active | AID 488837; also: potency is read from the fitted curve at half-maximal effect
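Eya2 (0.2 uM) preincubated 10 min at ambient with compound, then OMFP substrate added at 50 uM; 10 min reaction in 50 mM HEPES pH 7.5, 50 mM NaCl, 5 uM MgCl2, 0.05% BSA, 1 mM DTT. Fluorescence read at Ex 485/Em 525 nm.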
B2AR arrestin: recruits beta-arrestin to the human beta2-adrenergic receptor; P07550; beta-arrestin recruitment to beta2AR, cell-based reporter; Potency, µM (titrated, usually from 46.1 µM), for inactives: top-dose activation, actives largely listed as activators; 330,000 tested, 0.02% active; AID 492947;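 also: potency is read from the fitted curve at half-maximal effect; 0% = DMSO controls and full agonism = EC100 isoproterenol or metaproterenol; nearly all actives have a fitted effect of over 65% in size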
Target sequence (P07550 whole entry, looked up): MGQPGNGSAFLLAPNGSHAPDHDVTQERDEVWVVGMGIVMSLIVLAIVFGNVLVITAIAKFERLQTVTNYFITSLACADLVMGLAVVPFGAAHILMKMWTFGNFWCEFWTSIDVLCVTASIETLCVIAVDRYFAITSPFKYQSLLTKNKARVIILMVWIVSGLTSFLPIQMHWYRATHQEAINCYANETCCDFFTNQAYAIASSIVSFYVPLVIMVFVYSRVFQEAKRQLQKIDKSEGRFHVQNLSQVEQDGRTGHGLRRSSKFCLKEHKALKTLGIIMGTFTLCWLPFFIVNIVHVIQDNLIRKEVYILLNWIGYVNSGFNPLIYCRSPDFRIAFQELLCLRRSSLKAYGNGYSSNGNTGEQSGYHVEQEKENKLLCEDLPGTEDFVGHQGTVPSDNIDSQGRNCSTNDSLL
PKM2 activator: increases activity of human pyruvate kinase M2 | Potency, µM (top dose mostly 57.5 µM), without a hit: at the highest dose activation, hits mostly activators | P14618 | AID 1631 | purified PKM2, Kinase-Glo ATP luminescence, activation; response scale: 0% is enzyme alone, no compound | 260,000 tested, 0.34% active; also: potency is read from the fitted curve at half-maximal effect; nearly all actives have a fitted effect of over 55% in size
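hPK-M2, >95% pure; 0.1 mM ADP / 0.5 mM PEP final; imidazole pH7.2 buffer w/ 7 mM MgCl2, 50 mM KCl; 1 h RT; Kinase-Glo lum. Intermediate enzyme activity for dual inhibitor/activator qHTS.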
USP2a block: USP2a (human) protease inhibition; USP2 core, Ub-CHOP2 coupled fluorogenic reporter, 485/531; Potency, µM (highest dose often 38.3 µM), without a hit: top-dose activity change, negative = inhibition, most hits filed as inhibitors; 330,000 tested, 0.01% active;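 also: potency is read from the fitted curve at half-maximal effect; plate controls were DMSO wells for no effect and full inhibition by NEM control for full effect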
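USP2 core (10nM final) preincubated 30min RT with compound in 20mM Tris-HCl pH 8.0, 2mM CaCl2, 2mM beta-mercaptoethanol, 0.05% CHAPS; 25nM Ub-CHOP2 plus 25nM reporter substrate added, fluorescence (Ex485/Em531) read after 60min.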
uPA surface inh: blocks generation of uPA at the cell surface; 330,000 tested, 0.31% active; Potency, µM (series often up to 38.3 µM), for the others: at the top dose activity change, negative = inhibition, hits mostly inhibitors; AID 540303; cell surface uPA generation assay, qHTS; active = well fitted inhibition curve with a large enough effect; inconclusive = small, poorly fitted or top-dose-only effect; inactive = no such curve, though single readings can be large or run the other way; tested in mouse RAW 264.7 cells; also: potency is read from the fitted curve at half-maximal effect; nearly all actives have a fitted effect of over 55% in size
hERG WT inh: KCNH2 (human, wildtype) channel inhibition; U2OS, BacMam KCNH2, thallium flux FluxOr; active compounds read low; 340,000 tested, 0.37% active; Q12809; activity change, % at 1.84 µM;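 active = maximum activity change below -70%; inconclusive = maximum activity change between -70% and -50%; inactive = maximum activity change above -50%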
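U2OS cells transduced with wild-type KCNH2 virus are loaded with FluxOr dye for 45 min, and thallium flux is measured in kinetic reads before and after stimulation buffer. Rate constants are normalized to DMSO controls.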
Giardia kill: Giardia lamblia killing | Giardia lamblia trophozoite viability | activity change, % at 7.66 µM, hits read low | 340,000 tested, 0.15% active; in the data active = activity change below about -80%; inconclusive = between about -30% and that limit;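 also: parasites exposed to compound for two days anaerobically before the ATP read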
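Luminescence from cellular ATP indicates surviving trophozoites (100 cells/well) following 48 hrs anaerobic compound treatment at 37 deg C; signal develops 15-30 min at room temperature.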
Coupling enz: inhibits coupling enzyme system, counter-screen for aldolase hits | coupling enzyme system counterscreen, AmpLite Red fluorescence | activity change, negative = inhibition, % at 58.2 µM, hits read low | 290,000 tested, 0.67% active | AID 2472; in the data active = activity change below about -30%
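Activity here indicates interference with the coupling reaction, not aldolase inhibition. Compounds at 57.5 uM final met coupling enzymes for 10 min at RT; substrate and AmpLite Red detection followed, with a 525/598 nm fluorescence read after 20 min.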
GALK inhibitor: galactokinase (human) inhibition | P51570 | 270,000 tested, 0.007% active | AID 1868 | Potency, µM (doses to about 57.5 µM), inactives show at the top dose activity change, negative = inhibition, actives largely listed as inhibitors | Purified GALK, Kinase-Glo residual ATP luminescence; also: potency is read from the fitted curve at half-maximal effect
Target sequence (P51570 whole entry, looked up): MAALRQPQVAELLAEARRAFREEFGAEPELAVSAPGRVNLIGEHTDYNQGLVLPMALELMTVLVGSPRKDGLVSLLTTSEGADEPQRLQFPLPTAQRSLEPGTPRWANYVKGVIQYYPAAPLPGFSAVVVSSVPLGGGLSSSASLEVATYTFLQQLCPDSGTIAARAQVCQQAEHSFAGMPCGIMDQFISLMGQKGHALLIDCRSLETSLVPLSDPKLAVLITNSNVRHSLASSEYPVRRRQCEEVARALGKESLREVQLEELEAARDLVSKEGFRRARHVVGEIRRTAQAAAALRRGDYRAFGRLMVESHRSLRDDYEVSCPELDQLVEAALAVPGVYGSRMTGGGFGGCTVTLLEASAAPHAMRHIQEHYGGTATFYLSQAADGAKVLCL
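Human GALK (5 nM) with 35 uM ATP and 100 uM galactose in 20 mM HEPES pH 8.0, 5 mM MgCl2, 60 mM NaCl, 1 mM DTT, 0.01% BSA. After 1 h at room temperature, leftover ATP was read by Kinase-Glo Plus luminescence.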
Active calls of the source: *; [ ] = dose if it differs, or a comment. Unless noted, calls follow the shape of the dose curve; as a rule, active = well fitted curve in the direction sought with a large enough effect; inconclusive = small, poorly fitted or top-dose-only effect, or another doubt; inactive = no such curve, though single readings can be large; an effect the other way counts as inactive or inconclusive. Unless noted, % is scaled to controls: 0 for no effect and ±100 for the full control effect.

What do the screens show for `COc1ccccc1-c1nc(C(N)=O)c2[nH]c(=O)n(-c3cccc(C)c3)c2n1`?
Chronic BCR inh: inconclusive; KCNH2 3.1 block: 6; Eya2 inh: 10%; B2AR arrestin: 0.3%; PKM2 activator: 0%; USP2a block: -3%; uPA surface inh: -2%; hERG WT inh: 18; Giardia kill: -6; Coupling enz: 4; GALK inhibitor: 0%

Results for c1ccc(-c2noc(-c3ccc4c(c3)OCO4)n2)cc1 ?
Chronic BCR inh: inconclusive; KCNH2 3.1 block: 2; Eya2 inh: 6%; B2AR arrestin: 0.2%; PKM2 activator: -35%; USP2a block: 1%; uPA surface inh: -12%; hERG WT inh: inactive; Giardia kill: -5; Coupling enz: 2; GALK inhibitor: 7%

Results for COc1cccc(N2CCN(c3ccc4nnc(CCC(=O)Nc5ccccc5OC)n4n3)CC2)c1 ?
Chronic BCR inh: 1%; KCNH2 3.1 block: 16; Eya2 inh: -2%; B2AR arrestin: 0.1%; USP2a block: 1%; uPA surface inh: 1%; hERG WT inh: -13; Giardia kill: 4; GALK inhibitor: -5%

Results for OCCCNc1ncnc2sc3c(c12)CCN(Cc1ccccc1)C3 ?
Chronic BCR inh: 1%; KCNH2 3.1 block: -5; Eya2 inh: -8%; B2AR arrestin: -0.3%; USP2a block: 2%; uPA surface inh: 10%; hERG WT inh: 2; Giardia kill: 25; Coupling enz: 0; GALK inhibitor: 2%

Results for N#Cc1nc(COc2cccc(Cl)c2)oc1NCc1ccncc1 ?
Chronic BCR inh: inconclusive; KCNH2 3.1 block: 0; Eya2 inh: -2%; B2AR arrestin: 0.0%; PKM2 activator: -4%; USP2a block: -5%; uPA surface inh: -7%; hERG WT inh: 1; Giardia kill: 1; Coupling enz: -2; GALK inhibitor: 0%

What do the screens show for `Cc1c(C=O)c2cc(OCc3ccccc3)ccc2n1C`?
Chronic BCR inh: inconclusive; KCNH2 3.1 block: 12; Eya2 inh: -2%; B2AR arrestin: 0.1%; PKM2 activator: 2%[11.5 µM]; USP2a block: 0%; uPA surface inh: 1%; hERG WT inh: 3; Giardia kill: -2; Coupling enz: -1; GALK inhibitor: 0%

What do the screens show for `Cc1ccc2nc(NC(=O)COC(=O)c3cccnc3)sc2c1`?
Chronic BCR inh: 4%; KCNH2 3.1 block: -8; Eya2 inh: -36%; B2AR arrestin: -0.8%; USP2a block: 3%; uPA surface inh: -27%; hERG WT inh: 7; Giardia kill: 15

How did Cc1occc1-c1nnc(SCC(=O)c2ccc(Cl)cc2)n1C do in these assays?
Chronic BCR inh: 4%; KCNH2 3.1 block: -25; Eya2 inh: -10%; B2AR arrestin: -0.1%; PKM2 activator: 9%; USP2a block: 3%; uPA surface inh: -6%; hERG WT inh: -3; Giardia kill: -4; Coupling enz: 4; GALK inhibitor: 3%

Results for CCCN(CC(=O)Nc1ccccc1C)C(=O)/C=C/c1ccc(OCC)c(OC)c1 ?
Chronic BCR inh: -8%; KCNH2 3.1 block: 1; Eya2 inh: 20%; B2AR arrestin: -0.1%; USP2a block: 0%; uPA surface inh: 9%; hERG WT inh: -6; Giardia kill: 40[activator]

Results for Cc1oc2c(c1C(=O)O)C(=O)c1ccccc1C2=O ?
Chronic BCR inh: -3%; KCNH2 3.1 block: 0; Eya2 inh: 2%; B2AR arrestin: 0.0%; PKM2 activator: 1%; USP2a block: 1%; uPA surface inh: -9%; hERG WT inh: 18; Giardia kill: inconclusive; Coupling enz: -29; GALK inhibitor: 6%

How did O=C(COC(=O)CNC(=O)c1ccc(Br)o1)Nc1ccccc1OC(F)F do in these assays?
Chronic BCR inh: inconclusive; KCNH2 3.1 block: -13; Eya2 inh: 2%; B2AR arrestin: 0.2%; PKM2 activator: -2%; USP2a block: 2%; uPA surface inh: 8%; Giardia kill: 14; Coupling enz: 2; GALK inhibitor: 0%

How did CCOc1ccc(NC(C)C(=O)N/N=C/c2cccs2)cc1 (configuration not stated) do in these assays?
Chronic BCR inh: inconclusive; KCNH2 3.1 block: 5; Eya2 inh: 2%; B2AR arrestin: -0.4%; PKM2 activator: 0%; USP2a block: 2%; uPA surface inh: 2%; hERG WT inh: 3; Giardia kill: -3; Coupling enz: 0

What do the screens show for `COc1ccc(CN2CCN(Cc3cccc(Oc4ccccc4)c3)CC2)c(OC)c1OC`?
Chronic BCR inh: -13%; KCNH2 3.1 block: -73*; Eya2 inh: -3%; B2AR arrestin: -0.1%; USP2a block: -1%; uPA surface inh: -11%; hERG WT inh: inconclusive; Giardia kill: -9; Coupling enz: 0

What do the screens show for `Cc1ccc(NC2CCCN(C(=O)c3cnc4ccccn4c3=O)C2)cc1C` (configuration not stated)?
Chronic BCR inh: -3%; KCNH2 3.1 block: -5; Eya2 inh: 15%; B2AR arrestin: -0.3%; USP2a block: 3%; uPA surface inh: 6%; hERG WT inh: 3; Giardia kill: -8; Coupling enz: -2; GALK inhibitor: 3%

How did Cc1ccc(CNC(=O)COC(=O)C2CCC2)cc1 do in these assays?
Chronic BCR inh: inconclusive; KCNH2 3.1 block: -3; Eya2 inh: -25%; B2AR arrestin: 0.1%; USP2a block: -1%; uPA surface inh: -1%; hERG WT inh: 4; Giardia kill: -14

What do the screens show for `O=C(COc1ccccc1)N/N=C/c1cc2c(cc1[N+](=O)[O-])OCO2`?
Chronic BCR inh: inconclusive; KCNH2 3.1 block: -17; Eya2 inh: -1%; B2AR arrestin: -0.1%; PKM2 activator: 0%; USP2a block: 3%; uPA surface inh: -1%; hERG WT inh: -34; Giardia kill: 0; Coupling enz: -2; GALK inhibitor: -1%

Results for COc1cccc(NC(=O)C(c2ccccc2)N2CCN(c3ccccn3)CC2)c1 (configuration not stated) ?
Chronic BCR inh: 23%; KCNH2 3.1 block: -11; Eya2 inh: -4%; B2AR arrestin: -0.3%; PKM2 activator: 1%; USP2a block: -8%; uPA surface inh: 8%; hERG WT inh: 11; Giardia kill: -17; Coupling enz: -1; GALK inhibitor: 6%

How did CCN(CC)S(=O)(=O)c1ccc(Cl)c(NC(=O)COC(=O)c2ccc([N+](=O)[O-])o2)c1 do in these assays?
Chronic BCR inh: -3%; KCNH2 3.1 block: -5; Eya2 inh: -19%; B2AR arrestin: 0.0%; PKM2 activator: -1%; USP2a block: -9%; uPA surface inh: -13%; hERG WT inh: 9; Giardia kill: 3; Coupling enz: -11; GALK inhibitor: -2%

Results for OCCNC(=S)Nc1ccc2c(c1)OCCO2 ?
Chronic BCR inh: -13%; KCNH2 3.1 block: 0; Eya2 inh: -3%; B2AR arrestin: -0.7%; PKM2 activator: -6%; USP2a block: -4%; uPA surface inh: 6%; hERG WT inh: 0; Giardia kill: -22; Coupling enz: 1; GALK inhibitor: 2%

Results for Cc1oc2cc3oc(=O)c(CCC(=O)NCCCN4CCOCC4)c(C)c3cc2c1C ?
Chronic BCR inh: 5%; KCNH2 3.1 block: -4; Eya2 inh: -3%; B2AR arrestin: -0.5%; PKM2 activator: -1%; USP2a block: 1%; uPA surface inh: inconclusive; hERG WT inh: 1; Giardia kill: -7; Coupling enz: 0

Results for O=C(COc1ccc(Cl)cc1)NNC(=O)c1ccccc1C(=O)O ?
Chronic BCR inh: -8%; KCNH2 3.1 block: -12; Eya2 inh: 1%; B2AR arrestin: 0.1%; PKM2 activator: -2%; USP2a block: 0%; uPA surface inh: 11%; hERG WT inh: -5; Giardia kill: -15; GALK inhibitor: -9%

What do the screens show for `CC1CCCCN1CCCNC(=O)c1ccc2c(=O)n(CCc3ccccc3)c(=O)[nH]c2c1` (configuration not stated)?
Chronic BCR inh: -10%; KCNH2 3.1 block: -10; Eya2 inh: -31%; B2AR arrestin: -0.3%; PKM2 activator: -1%; USP2a block: 1%; uPA surface inh: -2%; hERG WT inh: -19; Giardia kill: -8; Coupling enz: 1; GALK inhibitor: -1%

How did CC(=O)C1=C(O)C(=O)N(c2ccccn2)C1c1ccccc1[N+](=O)[O-] (configuration not stated) do in these assays?
Chronic BCR inh: 0%; KCNH2 3.1 block: 6; Eya2 inh: 2%; B2AR arrestin: -0.1%; USP2a block: 7%; uPA surface inh: -1%; hERG WT inh: -8; Giardia kill: 6; Coupling enz: -7; GALK inhibitor: -8%
